# Tb PFK inh – blocks T. brucei phosphofructokinase; T. brucei PFK, ADP-Glo luminescence; O15648; 330,000 compounds, 0.17% hits; Potency, µM (top dose mostly 57.5 µM), for inactives: top-dose activity, negative = inhibition, usual class: inhibitors;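 note: potency is the fitted concentration of half-maximal effect; 0% = uninhibited 1x PFK enzyme wells and -100% = no-enzyme wells; nearly all actives have a fitted effect of over 60% in size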
# Target sequence (O15648 whole entry, looked up): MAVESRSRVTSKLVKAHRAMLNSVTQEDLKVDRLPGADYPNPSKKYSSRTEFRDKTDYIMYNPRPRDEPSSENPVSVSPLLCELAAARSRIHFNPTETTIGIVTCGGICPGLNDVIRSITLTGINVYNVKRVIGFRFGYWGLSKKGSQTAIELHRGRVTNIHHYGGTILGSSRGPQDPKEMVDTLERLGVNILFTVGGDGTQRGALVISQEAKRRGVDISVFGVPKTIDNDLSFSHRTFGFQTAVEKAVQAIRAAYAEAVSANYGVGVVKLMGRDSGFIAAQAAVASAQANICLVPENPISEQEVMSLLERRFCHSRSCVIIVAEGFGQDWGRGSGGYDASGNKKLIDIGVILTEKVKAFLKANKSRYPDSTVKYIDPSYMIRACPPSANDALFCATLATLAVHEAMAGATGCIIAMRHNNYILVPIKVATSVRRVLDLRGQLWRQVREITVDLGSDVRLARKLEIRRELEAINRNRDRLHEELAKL
#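 ADP-Glo luminescence quantified ADP after 45 min at room temperature, with 1.25 nM T. brucei PFK, 0.1 mM ATP and 0.5 mM fructose-6-phosphate in pH 8.0 TEA buffer. qHTS titrations up to 57 µM; curves classified by quality.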
# A-T KAP1 phos – candidate therapy for ataxia-telangiectasia. […] A-T fibroblasts, KAP-1 phosphorylation AlphaLISA; neocarzinostatin DNA damage 30 min before lysis. Potency, µM (highest dose often 57.5 µM), without a hit: top-dose activation, hits mostly activators. AID 485349. 320,000 compounds, 0.19% hits; note: potency is the fitted concentration of half-maximal effect; % of control where 0% means no effect; nearly all actives have a fitted effect of over 45% in size
#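 hTERT-immortalized A-T patient fibroblasts ([…]), 500 cells/well in OPTI-MEM, 1% FBS, got compounds for 60 min, then NCS for 30 min at 37C. Lysates were then assayed for phospho-KAP-1 by AlphaLISA (anti-pKAP1 donor, anti-KAP1 acceptor beads), 6 hr at 25C.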
# FBPA coupling cs – counter-screen for Giardia aldolase inhibitors: coupling enzyme system | activity change, negative = inhibition, % at 58.2 µM, hits read low | coupling enzyme system counterscreen, AmpLite Red fluorescence | AID 2472 | 290,000 compounds, 0.67% hits; in the data active = activity change below about -30%; note: % is set by controls: 0 for no effect and ±100 for the full control effect
#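 First, compound is pin-transferred into glyceraldehyde-3-phosphate coupling-enzyme reagent at 57.5 uM final and held 10 min at RT. Next, substrate, coupling system and AmpLite Red are added. After 20 min RT, fluorescence (525/598 nm) is read.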
# TCR act – activators of T cell receptors | primary human leukocytes, anti-CD3, IL-2 HTRF, 48 h | Potency, µM (doses to about 9.22 µM), for the others: top-dose activation of IL-2 secretion, usual class: activators | 330,000 tested, under 10 active | AID 504894; note: % of control where 0% means no effect
#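 Compounds are tested in HTS on primary human leukocytes co-incubated with a-CD3 beads for 48 hr. IL-2 output is measured by time-resolved FRET.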
# GALK inh – inhibitors of human galactokinase; Purified GALK, Kinase-Glo residual ATP luminescence; Potency, µM (series often up to 57.5 µM), without a hit: top-dose activity change, negative = inhibition, actives largely listed as inhibitors; 270,000 compounds, 0.007% hits; AID 1868; note: potency is the fitted concentration of half-maximal effect; % is set by controls: 0 for no effect and ±100 for the full control effect
# Target sequence (P51570 whole entry, looked up): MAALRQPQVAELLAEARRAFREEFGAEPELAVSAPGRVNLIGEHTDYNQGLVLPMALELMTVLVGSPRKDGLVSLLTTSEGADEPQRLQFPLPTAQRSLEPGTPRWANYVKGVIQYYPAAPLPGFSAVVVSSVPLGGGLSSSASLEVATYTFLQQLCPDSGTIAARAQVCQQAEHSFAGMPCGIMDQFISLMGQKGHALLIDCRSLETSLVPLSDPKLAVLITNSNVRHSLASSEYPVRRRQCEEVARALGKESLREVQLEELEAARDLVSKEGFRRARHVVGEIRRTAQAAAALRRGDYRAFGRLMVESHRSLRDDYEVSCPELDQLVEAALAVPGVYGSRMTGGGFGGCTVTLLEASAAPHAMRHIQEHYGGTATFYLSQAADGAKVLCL
#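 Galactose (100 uM) and ATP (35 uM) were turned over by 5 nM GALK for 1 h at RT. Kinase-Glo Plus then converted the remaining ATP into a luminescent signal.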
# BCR signal inh – blocks chronic active B-cell receptor signaling; AID 493014; ABC-DLBCL IkBa-CBG/CBR reporter, luminescence ratio, 4 h; 340,000 compounds, 0.05% hits; Potency, µM (top dose mostly 46.1 µM), inactives show at the highest dose ratio change, negative = lower green/red ratio, usual class: inhibitors; active = well fitted inhibition curve with a large enough effect in the signal ratio, with a control signal flat, not every such curve was filed as active; inconclusive = small, poorly fitted or top-dose-only effect, or effect the other way, or a change in a side signal; the % refers to the signal ratio;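 note: potency is the fitted concentration of half-maximal effect; plate controls were basal doxycycline-induced cells for no effect and cells given 10 µM MG132 for full effect; MG132 reads +100%, hits lower the ratio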
#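 Concentration-response series (up to 46 uM) were applied to TMD8 dual-reporter cells for 4 h at 37C with doxycycline. Green/red ratio, after filter-overlap correction, defined %Activity; red signal alone was normalised to basal cells and zero luminescence.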
# Giardia kill – kills Giardia lamblia; Giardia lamblia trophozoite viability; activity change, % at 7.66 µM, hits read low; 340,000 compounds, 0.15% hits; AID 540267; in the data active = activity change below about -80%; inconclusive = between about -30% and that limit;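 note: parasites exposed to compound for two days anaerobically before the ATP read; % is set by controls: 0 for no effect and ±100 for the full control effect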
#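 Anaerobic 48 hrs incubation at 37 deg C of 100 trophozoites/well with test compounds; ATPLite 1-Step luminescence, 15-30 min RT, reports cellular ATP as viability.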
# TSHR antag – human thyrotropin receptor antagonism | P16473 | TSHR-expressing cells, TSH-stimulated cAMP HTRF, 2 h; hits give low values | activity change, negative = inhibition, % at 11.5 µM | 330,000 compounds, 0.2% hits;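 active = activity change below a set negative limit, meaning inhibition stronger than a set level, cut at about -70% in these data; inconclusive = activity change between two set negative limits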; note: % is set by controls: 0 for no effect and ±100 for the full control effect
#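 TSHR-expressing cells, 200/well, pre-treated with compound, then stimulated with EC80 TSH (4nM final) for 2 hours at 37 deg C. cAMP measured by competitive HTRF: anti-cAMP cryptate antibody in lysis buffer plus cAMP-d2, read after 30 minutes at room temperature.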
# MLL CXXC-DNA inh – MLL CXXC-DNA interaction inhibition; Q03164; MLL-CXXC / FITC-HOXA9 DNA fluorescence polarization; 290,000 compounds, 0.037% hits; Potency, µM (doses to about 115 µM), without a hit: top-dose activity change, negative = inhibition, most hits filed as inhibitors; active = well fitted inhibition curve with a large enough effect in the polarisation, with a control signal flat, not every such curve was filed as active; inconclusive = small, poorly fitted or top-dose-only effect, or effect the other way, or a change in a side signal; inactive = no such curve, though single readings can be large or run the other way; the % refers to the polarisation; note: potency is the fitted concentration of half-maximal effect
#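 Fluorescence polarization: 7 uM MLL-CXXC (stock) preincubated 5 min with compounds, then 50 nM fluorescein-HOX-A9 DNA (stock) added; 30 min ambient. Buffer 50 mM Tris-HCl pH 7.5, 50 mM NaCl, 1 mM DTT, 0.05% BSA.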
# KCNH2 WT inh – inhibitors of human wildtype KCNH2 potassium channel | Q12809 | U2OS, BacMam KCNH2, thallium flux FluxOr; hits give low values | activity change, % at 1.84 µM | 340,000 compounds, 0.37% hits | AID 720551;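 active = maximum activity change below -70%; inconclusive = maximum activity change between -70% and -50%; inactive = maximum activity change above -50%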; note: % is set by controls: 0 for no effect and ±100 for the full control effect
#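 U2OS cells were transduced with wild-type KCNH2 virus (2.03 x 10^8 / mL) for 4 h at room temperature, then cultured overnight at 37 C. Thallium flux was read with FluxOr dye. Rate constants were normalized to DMSO controls.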
# * = called active by the depositor; ? = inconclusive; . = no result given; [ ] = another dose, or the depositor's remark. Unless noted, calls come from the whole dose curve; as a rule, active = well fitted curve in the direction sought with a large enough effect; inconclusive = small, poorly fitted or top-dose-only effect, or another doubt; inactive = no such curve, though single readings can be large; an effect the other way counts as inactive or inconclusive. Rows are unselected; any-hit rate near 1.6%.
compound	Tb PFK inh	A-T KAP1 phos	FBPA coupling cs	TCR act	GALK inh	BCR signal inh	Giardia kill	TSHR antag	MLL CXXC-DNA inh	KCNH2 WT inh
CC(C)OC(=O)c1nnn(-c2nonc2N)c1CN1CCCCCC1	-8%	0%	-4	1%	2%	5%	9	7	-12%	1
COc1ccc(N2C(=O)CC(N(CCc3ccc(OC)c(OC)c3)C(=S)Nc3ccccc3)C2=O)cc1 (configuration not stated)	-1%	-11%	2	0%[46.1 µM]	1%	?	-4	-6	4%	3
CCc1ccc2c(c1)C(=O)C(=O)N2CC(=O)Nc1ccc(NC(=O)c2ccccn2)cc1	10%	4%	1	-3%	1%	17%	6	4	-8%	-1
CCN1CCN(Cc2c(O)ccc3c(=O)c(-c4ccc(OC)c(OC)c4)c(C)oc23)CC1	-1%	4%	0	-2%	-1%	?	-5	3	-1%	-7
C=CC[C@@H](Cc1ccc(F)cc1)C(=O)OC[C@H]1CCCN1C(=O)[C@@H](CC=C)CC(=O)N[C@H](CO)Cc1ccccc1	-8%	-4%	.	3%	.	?	6	-14	.	.
NCC(c1ccc(Cl)cc1Cl)c1c[nH]c2ccccc12 (configuration not stated)	1%	9%	1	4%	.	?	-4	2	11%	-2
Cc1ccc(CNC(=O)c2ccccc2-n2cnnn2)cc1	1%	-12%	2	0%	7%	1%	16	-3	1%	-3
C[N+]1(CC(=O)Nc2ccc(F)cc2)CCN(C(=O)c2ccco2)CC1	0%	3%	.	5%	-5%	?	12	-21	2%	-23
O=C(Cc1ccc(F)cc1)OCn1nnc2ccccc2c1=O	1%	21%	0	-5%	-2%	-12%	-10	-10	2%	1
CCn1c(NC(=O)c2cccs2)c(-c2cccs2)c(=O)c2ccccc21	-8%	9%	-3	-1%	-1%	0%	12	0	-2%	-14
Cc1ccc(C(=O)OC/C(O)=C(\C#N)c2nc3ccccc3[nH]2)cc1S(=O)(=O)N1CCOCC1	0%	1%	-6	3%[46.1 µM]	0%	?	15	2	-4%	-4
NC(=O)NC(=O)CC1S/C(=N/N=C2\CSC(=O)N2)NC1=O (configuration not stated)	1%	1%	-5	-5%	0%	2%	1	-5	?	0
CCNC(=S)NCc1ccc(F)cc1	1%	-1%	1	0%[46.1 µM]	7%	-2%	-2	2	7%	-1
O=C(COC(=O)CNC(=O)c1ccccc1F)NCCC1=CCCCC1	0%	8%	0	6%[46.1 µM]	0%	-3%	-7	-6	7%	24
COc1ccc(C2CC(c3cccs3)=NN2C(=O)c2ccco2)cc1OC (configuration not stated)	-4%	3%	0	6%	0%	-6%	-27	9	-13%	-7
O=C(/C=C/c1cc(Br)ccc1F)OCC(=O)N1CCCC1	0%	-5%	.	-4%	.	2%	-12	39	.	-4
Cc1c(C(=O)N2CCOCC2)oc2ccc(Br)cc12	-2%	0%	.	-24%	.	?	9	-3	.	-1
CCC1CCCCN1C(=O)COC(=O)c1cc2ccccc2cc1O (configuration not stated)	3%	2%	1	2%	2%	?	-8	-44	-1%	-6
CC(=O)c1c(C)[nH]c(C(=O)OCC(=O)Nc2nnc(-c3ccccc3)o2)c1C	-5%	-9%	.	4%	.	0%	-2	-10	.	-9
CCOc1ccc(Cc2nnc(SCC(=O)Nc3ccccc3)n(N)c2=O)cc1	-1%	1%	.	0%	.	8%	21	38	.	6

# Entries of single compounds from above. Screens in order: Tb PFK inh | A-T KAP1 phos | FBPA coupling cs | TCR act | GALK inh | BCR signal inh | Giardia kill | TSHR antag | MLL CXXC-DNA inh | KCNH2 WT inh
# CCc1ccc2c(c1)C(=O)C(=O)N2CC(=O)Nc1ccc(NC(=O)c2ccccn2)cc1 as listed: 10% | 4% | 1 | -3% | 1% | 17% | 6 | 4 | -8% | -1
# CCOc1ccc(Cc2nnc(SCC(=O)Nc3ccccc3)n(N)c2=O)cc1 as listed: -1% | 1% | . | 0% | . | 8% | 21 | 38 | . | 6
# CCn1c(NC(=O)c2cccs2)c(-c2cccs2)c(=O)c2ccccc21 as listed: -8% | 9% | -3 | -1% | -1% | 0% | 12 | 0 | -2% | -14
# COc1ccc(N2C(=O)CC(N(CCc3ccc(OC)c(OC)c3)C(=S)Nc3ccccc3)C2=O)cc1 (configuration not stated) as listed: -1% | -11% | 2 | 0%[46.1 µM] | 1% | ? | -4 | -6 | 4% | 3

# Next section
compound	Tb PFK inh	A-T KAP1 phos	FBPA coupling cs	TCR act	GALK inh	BCR signal inh	Giardia kill	TSHR antag	MLL CXXC-DNA inh	KCNH2 WT inh
CC[C@]12c3[nH]c4ccc(OC)cc4c3CCN1C(=O)C(CC(=O)NCCCn1ccnc1)C[C@@H]2C(=O)N1CCN(C(=O)c2ccco2)CC1 (some centres not stated)	-2%	-5%	.	-6%[46.1 µM]	.	0%	-23	9	.	41
CCOc1ccc(C(=O)NCc2ccccn2)cc1	-4%	-1%	1	-4%	3%	0%	1	3	10%	-24
COCCN(C(=O)COC(=O)/C=C/c1cccc(OC)c1)c1c(N)n(CC(C)C)c(=O)[nH]c1=O	11%	5%	.	2%	.	1%	-20	-3	.	0
COc1ccccc1N1CCN(C(=O)Oc2ccccc2)CC1	3%	-1%	4	11%	-1%	?	-17	10	-6%	-9
CCc1ccccc1NC(=O)CN(C)C(=O)CSc1nn(-c2ccccc2)c(=S)s1	2%	1%	2	1%[46.1 µM]	0%	-1%	0	1	-5%	-4
CN(C(=O)COC(=O)CSc1ccc(C(N)=O)cc1[N+](=O)[O-])C1CCS(=O)(=O)C1 (configuration not stated)	3%	-9%	.	-4%	.	-8%	1	11	.	-1
Cn1c(=O)c2ncn(CC(=O)N/N=C/c3ccco3)c2n(C)c1=O	0%	-9%	1	6%[46.1 µM]	0%	3%	26	8	1%	-1
NC(=O)C(CC(=O)O)NC(=O)[C@@H]1CCOc2c(I)cc([N+](=O)[O-])cc2C(=O)N[C@@H](CO)C(=O)N[C@@H](Cc2ccc(O)cc2)C(=O)N1 (some centres not stated)	-3%	12%	17	2%	.	0%	30	-8	4%	2
CCOC(=O)c1sc(NC(=O)c2ccc(OC(C)=O)cc2)nc1C	0%	-4%	0	2%	1%	?	-15	-6	17%	3
CC1CN(C(=O)Cn2cc(S(=O)(=O)CC(=O)N3CCOCC3)c3ccccc32)CC(C)O1 (configuration not stated)	0%	3%	.	-7%	-2%	0%	22	-7	-10%	0
CCOC(=O)CON1C(=O)c2ccccc2C1=O	3%	-5%	3	-4%	-3%	?	-13	13	26%	2
Cc1ccc(S(=O)(=O)N2CCCCC2)cc1NC(=O)COC(=O)c1cccn1C	1%	0%	.	.	.	?	9	.	.	-11
CCOC(=O)C1CCCN(Cc2cc(OC)c(O)c(OC)c2)C1 (configuration not stated)	-5%	6%	-6	2%	1%	?	12	-2	4%	7
Cc1csc(NC(=O)c2cc(=O)[nH]c3ccccc23)n1	0%	-1%	0	3%	-1%	9%	-1	6	1%	-25
CCCCCNC(=O)Cn1c(=O)c2c(ncn2CC(C)C)n(Cc2ccccc2)c1=O	1%	0%	3	0%	11%	7%	0	-9	0%	4
N#C/C(=C/c1ccc(F)cc1)C(N)=S	-3%	3.5µM*	1	-4%	4%	?	5	29	-25%	-9
COc1ccc(NC(=O)CSc2nnc(C)c(=O)n2N)cc1	-4%	2%	-1	5%	4%	2%	11	11	?	5
COc1ccc(N2CCN(S(=O)(=O)CCNC(=O)c3ccc(Br)o3)CC2)cc1	6%	-5%	0	2%	-1%	-15%	-2	10	0%	-16
CCOc1cc(/C=C2\C(=O)N(Cc3ccco3)C(C)=C2C(=O)OC)ccc1O	3%	0%	-14	5%	-1%	-18%	1	1	0%	5
Cc1cc(C)c(NC(=O)c2ccccc2CCc2ccccc2)c(C)c1	1%[0.46 µM]	5%	7	-15%	-1%	-5%	-3	20	-9%	-10
Cc1cc(C(=O)CN2C(=O)NC3(CCCc4ccccc43)C2=O)c(C)n1Cc1ccco1 (configuration not stated)	-9%	-6%	-4	.	0%	-7%	.	-12	28%	.
Cn1c(=O)c2sccc2n(Cc2ccccc2)c1=O	0%	3%	0	.	2%	-1%	5	-1	2%	-1

# Some entries already given, limited to BCR signal inh:
Molecule | BCR signal inh
O=C(Cc1ccc(F)cc1)OCn1nnc2ccccc2c1=O | -12%
CC(=O)c1c(C)[nH]c(C(=O)OCC(=O)Nc2nnc(-c3ccccc3)o2)c1C | 0%
